Bioassay records deposited in PubChem BioAssay by several laboratories.
NTR1 ag – agonists of NTR1, primary screen, imaging, U2OS cells, beta-arrestin-GFP, high content (AID 493036). NTR1-U2OS beta-arrestin-GFP spot imaging, agonist mode. activation, % at 20 µM. 330,000 compounds, 0.17% hits;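 active = activation at or above 40% of the spot to cytoplasm intensity ratio, with at least 20 cells analyzed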;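 also: 0% = DMSO without peptide and 100% = 100 nM NTR1 peptide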
Target sequence (P30989 whole entry, looked up): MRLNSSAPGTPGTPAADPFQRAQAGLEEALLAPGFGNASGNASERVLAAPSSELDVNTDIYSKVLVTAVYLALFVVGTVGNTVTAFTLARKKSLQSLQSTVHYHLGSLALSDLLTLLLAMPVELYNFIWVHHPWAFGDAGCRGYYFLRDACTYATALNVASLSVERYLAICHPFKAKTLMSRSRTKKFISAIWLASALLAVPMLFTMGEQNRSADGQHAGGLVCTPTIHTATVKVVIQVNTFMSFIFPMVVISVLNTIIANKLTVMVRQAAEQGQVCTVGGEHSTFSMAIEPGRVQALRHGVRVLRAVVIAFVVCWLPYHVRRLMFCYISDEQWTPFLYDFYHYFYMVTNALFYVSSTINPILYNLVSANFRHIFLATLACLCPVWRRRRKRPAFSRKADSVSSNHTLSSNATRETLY
T cell modulator – modulators of CD8 T cell-vesicle binding, primary screen, mouse 2C CD8+ T cells, flow cytometry; 2C CD8+ T cell-vesicle binding; active compounds read low; calls only at 7 µM; 330,000 compounds, 0.068% hits; AID 2052, 2009;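 active = response, share of CD8 T cells binding vesicles, and their 90th percentile fluorescence all below set limits, cut at about 80% in these data, passing the limit was not always enough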
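Benchmarks: naked versus QL9-loaded vesicles / Assay system: purified 2C TCR transgenic mouse naive CD8+ T cells / Technique: high-throughput flow cytometry with anti-B7-1 and anti-CD8 staining / Timing: Cell–vesicle co-incubation 1.5 h at 37 °C, staining 20 min on ice / Read-out: percent CD8+ FL2 mean versus row control / Probe or stimulus: QL9-loaded Drosophila micro-vesicles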
MgcRacGAP inhibition – MgcRacGAP GTPase-activating activity inhibitors, confirmation, biochemical, ADP Hunter fluorescence. 340,000 compounds, 0.6% hits. MgcRacGAP-stimulated Rac1 GTP hydrolysis, ADP Hunter fluorescence; higher % means a stronger effect; GST-tagged Rac1 F28L mutant substrate. AID 624330, 2012. one-dose inhibition, % at 30 µM; IC50 in µM for titrated hits;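 active = first-screen hits whose inhibition reached a set limit at any dose in the follow-up dose series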;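 also: fluorescence reports GDP produced by GAP-driven GTP hydrolysis; strong numbers were not always called active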
T cell modulator vesicle-bound % – second read-out of T cell modulator, no call of its own (marks repeat the call); double positive events, %; measured here: CD8+ vesicle-bound cell fraction;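 binding gate set so that unloaded-vesicle control wells show 10% double positive cells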
NTR1 ag cell count 20 µM – second read-out of NTR1 ag, no call of its own (marks repeat the call); cell count; measured here: cell count, cytotoxicity flag
Starred values were filed as active, the others as inactive; i = inactive; + = active, no number. Some of the compounds tested; the hit share may differ from the screen's.

Every second line gives: T cell modulator vesicle-bound %	MgcRacGAP inhibition	NTR1 ag	NTR1 ag cell count 20 µM	T cell modulator
> O=C(COC(=O)c1cnccn1)Nc1ccccc1-c1ccccc1
    49	4%	-2.5	45	i
> COc1ccccc1C(=O)O[C@H]1[C@H](Cc2ccccc2)NS(=O)(=O)[C@H]2C[C@@H]3C=C[C@]12O3
    26	2%	-2.5	71	i
> Cc1cc(C(=O)N2CCN(c3ccccc3Cl)CC2)c(C)o1
    34	0%	1.6	72	i
> Cc1c(C)c(C)c(S(=O)(=O)NCCC(=O)N2CCN(Cc3ccc(C#N)cc3)CC2)c(C)c1C
    46	5%	0.6	65	i
> CCCN(C(=O)COC(=O)CSc1ccc([N+](=O)[O-])cc1)C1CCS(=O)(=O)C1 (stereo not given)
    18	4%	3.4	38	i
> O=C(COC(=O)c1cc(Cl)nc(Cl)c1)Nc1ccc(Cl)c(S(=O)(=O)N2CCOCC2)c1
    55	0%	2.9	74	i
> O=C(CCS(=O)(=O)c1ccccc1Cl)NC1CCCCCC1
    17	4%	-0.8	53	i
> COC(=O)[C@@]12CCCCN1[C@H](c1ccc(-c3ccc(F)cc3)c(OC)c1)[C@H]1C(=O)N(C)C(=O)[C@H]12
    7	3%	2.8	52	i
> COC(=O)[C@]1(C)N[C@H](CN(C)C(=O)Nc2ccccc2)[C@@H]2C(=O)N(Cc3ccccc3)C(=O)[C@@H]21
    9	3%	-1.2	58	i
> CC1(C)C(=O)Nc2ccccc2N1C(=O)COc1cc(Cl)ccc1Cl
    31	5%	1.3	83	i
> COc1cc(C(=O)OCc2ccccc2C#N)ccc1OCC(=O)N1CCOCC1
    34	4%	-1.4	58	i
> COc1ccc(-c2csc(N3CCC(C(N)=O)CC3)n2)cc1
    6	13%	-2.4	52	i
> NC(=O)c1ccccc1OCC(=O)Nc1cccnc1Cl
    63	3%	-0.2	51	i
> O=C(Nc1ccccc1N1CCOCC1)C1CCCO1 (stereo not given)
    12	4%	-0.1	60	i
> CCCCN(C(=O)CN(C)CC(=O)Nc1cccc(OC)c1)c1c(N)n(CCCC)c(=O)[nH]c1=O
    47	0%	1.3	75	i
> CN(CC1COc2ccccc2O1)C(=O)Cn1cc(C(F)(F)F)ccc1=O (stereo not given)
    29	1%	-0.3	54	i
> CCOC(=O)NC(=O)CSc1ccc(S(=O)(=O)N(C)C2CCCCC2)cn1
    4	-6%	-1.7	62	i
> c1ccc2ncccc2c1
    41	0%	2.1	49	i
> O=C(N/N=C/c1ccc([N+](=O)[O-])cc1)c1ccc(NS(=O)(=O)c2cccs2)cc1
    31	5%	-1.3	98	i
> O=C(CSc1nc(C2CC2)n(-c2ccccc2)n1)NCc1ccco1
    47	4%	0.1	87	i

Every second line gives: T cell modulator vesicle-bound %	MgcRacGAP inhibition	NTR1 ag	NTR1 ag cell count 20 µM	T cell modulator
> CN1CCc2c(sc3c2c(=O)n(-c2cccc(Cl)c2)c2nncn32)C1
    48	16%	1.5	30	i
> CN(c1ccccc1)S(=O)(=O)c1cccc(NC(=O)c2ccc(Cl)c([N+](=O)[O-])c2)c1
    16	5%	13	55	i
> O=C(COc1ccc(-n2cnnn2)cc1)Nc1ccccc1OC(F)F
    23	4%	9.0	50	i
> CC(OC(=O)c1ccc2ncsc2c1)C(=O)N(C)C1CCCCC1 (stereo not given)
    28	6%	-1.4	65	i
> COc1ccc(S(=O)(=O)N(C)C[C@H]2Oc3ccc(NC(=O)NC4CCCCC4)cc3C(=O)N([C@H](C)CO)C[C@@H]2C)cc1
    25	9%	-0.7	48	i
> Cc1ccc2c(c1)C1CN(C)CCC1N2S(=O)(=O)c1ccc(C#N)cc1 (stereo not given)
    16	4%	-1.6	45	i
> COc1ccc(C2=CC(=O)C[C@H](c3ccc(Cl)cc3)C2)cn1
    32	7%	6.1	57	i
> CC(C)CNC(=O)/C=C/C=C/c1ccc2c(c1)OCO2
    16	5%	15	54	i
> COc1ccc(CNC(=O)Cn2cnc3c(OCc4ccccc4)ncnc32)cc1
    9	4%	1.0	52	i
> CN(CC(=O)NCc1ccc2c(c1)OCO2)S(=O)(=O)c1ccc(Cl)cc1
    50	1%	0.6	71	i
> CCC/C(C#Cc1ccsc1)=C1/c2ccccc2C(=O)N1c1ccccc1
    13	2%	8.5	64	i
> COc1ccc(-c2c(-c3cc(OC)cc(OC)c3)n(C)c3ccc(-c4ccc(OC)nc4)cc23)cc1
    42	3%	1.0	66	i
> C=CCNc1oc(C2CCCC2)nc1C#N
    19	9%	1.5	61	i
> CC(C)NC(=O)N(C)C[C@H]1Oc2ccc(NS(=O)(=O)c3ccccc3)cc2C(=O)N([C@H](C)CO)C[C@H]1C
    1.7*	8%	-1.1	64	+
> Cc1ccc(Nc2nnc(SCC(=O)c3c(N)n(C4CC4)c(=O)[nH]c3=O)s2)cc1C
    45	10%	9.4	59	i
> CCOc1ccc(N(C)S(=O)(=O)c2ccc(C)c(C(=O)NCc3cccs3)c2)cc1
    37	0%	0.5	59	i
> O=C(CSc1nnnn1-c1cccc(F)c1)NC1CCCCC1
    33	0%	0.5	55	i
> COc1ccc(C2=CC(=O)C[C@H](c3ccc(F)cc3)C2)cc1OC
    25	5%	2.5	59	i
> Cc1ccc(S(=O)(=O)N2CCN(C(=O)CCCN3C(=O)NC4(CCCC4)C3=O)CC2)cc1C
    45	0%	2.3	49	i
> C=CCn1c(C)cc(C(=O)CSc2nnc(C3CC3)n2C2CC2)c1C
    39	3%	1.3	65	i

Every second line gives: T cell modulator vesicle-bound %	MgcRacGAP inhibition	NTR1 ag	NTR1 ag cell count 20 µM	T cell modulator
> COc1ccc(S(=O)(=O)Nc2ccccc2C(=O)NN2CCOCC2)cc1OC
    42	5%	0.9	47	i
> CCOC(=O)C1CCCN(C(=O)CCNS(=O)(=O)c2ccc(Br)cc2)C1 (stereo not given)
    38	10%	-2.2	48	i
> CCc1ccccc1NC(=O)CN(C)C(=O)Cn1cnc2ccc(Cl)cc2c1=O
    37	-6%	-0.6	63	i
> CC(C)=CCC[C@](C)(O[C@@H]1O[C@H](CO[C@@H]2O[C@H](CO)[C@@H](O)[C@H](O)[C@H]2O)[C@@H](O)[C@H](O)[C@H]1O)C1CC[C@]2(C)C1C(=O)CC1[C@@]3(C)CC[C@H](O[C@H]4O[C@@H](CO)[C@H](O)[C@@H](O)[C@@H]4O)C(C)(C)C3CC[C@]12C (stereo not given in full)
    33	7%	-1.7	52	i
> Cc1ccc(S(=O)(=O)N(C)C[C@H]2Oc3ccc(NC(=O)C4CCCCC4)cc3C(=O)N([C@H](C)CO)C[C@H]2C)cc1
    26	-1%	-1.5	63	i
> O=C(Nc1cc([N+](=O)[O-])ccc1O)NC1CCS(=O)(=O)C1 (stereo not given)
    43	7%	1.6	54	i
> CC1(c2cccc(Br)c2)NC(=O)N(CC(=O)Nc2ccc3c(c2)OCO3)C1=O (stereo not given)
    46	8%	4.2	57	i
> C[C@H](CO)N1C[C@H](C)[C@@H](CN(C)C(=O)Nc2ccccc2)Oc2ccc(NS(=O)(=O)c3cn(C)cn3)cc2C1=O
    54	8%	0.0	46	i
> CSCCC(NS(=O)(=O)c1ccccc1F)C(=O)Nc1ccncc1 (stereo not given)
    32	5%	-0.8	48	i
> N#CCC(=O)Nc1ccc(C(=O)OCC(=O)c2c[nH]c3ccccc23)cc1
    38	2%	1.6	62	i
> COc1cc(OC)c(C(=O)NNC(=O)c2ccccc2-n2cccc2)cc1OC
    41	3%	3.2	62	i
> CCCn1c(=O)n(C)c(=O)c2c(SCC(=O)Nc3cc(C)on3)nc(C(C)(C)C)nc21
    32	8%	9.9	61	i
> NC(=O)C1CCN(C(=O)c2ccc(Cl)c(S(=O)(=O)N3CCCCCC3)c2)CC1
    21	3%	0.5	53	i
> CC(C)(C)n1ncc2c(=O)n(Cc3cc(F)c(Cl)cc3Cl)cnc21
    10	5%	4.2	69	i
> Cc1ccsc1C(=O)NC1CCCCC1C (stereo not given)
    34	4%	-1.9	66	i
> COc1ccc(C(=O)Nc2ccccc2N2CCOCC2)cc1Br
    28	6%	3.7	67	i
> COc1ccc(CN(C)C(=O)COc2cccc(-n3cnnn3)c2)cc1OC
    37	5%	0.5	65	i
> c1ccc(OCCSc2ncnc3nc[nH]c23)cc1
    8	-2%	0.3	73	i
> Cc1ccc(CN2CC(C(=O)N3CCN(S(=O)(=O)c4ccc(C)cc4C)CC3)CC2=O)cc1 (stereo not given)
    47	4%	1.3	55	i
> CC(=O)Nc1ccc(NC(=O)c2cccc(S(=O)(=O)N3CCCCCC3)c2)cc1
    10	3%	1.6	53	i

Quoted from the listing:
Under MgcRacGAP inhibition, CSCCC(NS(=O)(=O)c1ccccc1F)C(=O)Nc1ccncc1 (stereo not given) reads 5%
Under MgcRacGAP inhibition, COc1ccc(CN(C)C(=O)COc2cccc(-n3cnnn3)c2)cc1OC reads 5%
Under NTR1 ag, COc1cc(OC)c(C(=O)NNC(=O)c2ccccc2-n2cccc2)cc1OC reads 3.2
Under MgcRacGAP inhibition, NC(=O)C1CCN(C(=O)c2ccc(Cl)c(S(=O)(=O)N3CCCCCC3)c2)CC1 reads 3%

(cont.)
Every second line gives: T cell modulator vesicle-bound %	MgcRacGAP inhibition	NTR1 ag	NTR1 ag cell count 20 µM	T cell modulator
> CC(C)c1ccc(-n2nnnc2SCC(=O)NC2CC2)cc1
    11	3%	0.2	64	i
> COc1ccc(CC(=O)OCC(=O)NC2CCCCC2)cc1OC
    46	3%	0.4	59	i
> CCN(CC(=O)Nc1ccccc1OC)C(=O)CN1C(=O)NC(C)(c2ccc(C)cc2)C1=O (stereo not given)
    41	6%	-2.0	74	i
> O=C(COC(=O)Cc1ccc(S(=O)(=O)N2CCOCC2)s1)Nc1ccc(OC(F)F)cc1
    30	-2%	1.6	51	i
> O=C(CN1C(=O)NC(Cc2c[nH]c3ccccc23)C1=O)Nc1ccc(F)c(F)c1F (stereo not given)
    46	2%	1.0	55	i
> CN(C)S(=O)(=O)c1ccc(N2CCCC2)c(C(=O)Nc2nccs2)c1
    41	-2%	-0.2	51	i
> CC(NC(=O)c1ccc(Cl)c(S(=O)(=O)N2CCCCCC2)c1)c1cccnc1 (stereo not given)
    22	11%	2.8	58	i
> COc1ccccc1-n1nnnc1SCC(=O)NC(=O)Cc1ccccc1
    6	1%	1.5	58	i
> O=S(=O)(c1ccc(F)cc1)N1CCN(c2nc(-c3cccnc3)nc3ccccc23)CC1
    37	2%	5.7	58	i
> CC1CCCCC1NC(=O)NC(=O)COC(=O)C1=NN(c2ccccc2)C(=O)CC1 (stereo not given)
    40	6%	-1.3	47	i
> COc1ccc(-c2cn3nc(C)c(C)nc3n2)cc1OC
    43	3%	-1.8	70	i
> O=C(COC(=O)c1ncc(Cl)c(Cl)c1Cl)NCc1ccccc1
    37	1%	2.4	58	i
> Cc1cc(C)c(NC(=O)CSCc2nc3sc(C)c(C)c3c(=O)[nH]2)c(Cl)c1
    3	6%	7.7	74	i
> COc1ccccc1NS(=O)(=O)c1ccc(C(=O)NCc2ccco2)cc1
    17	7%	0.4	57	i
> Cc1ccc(OCCNC(=O)c2ccc(C)o2)cc1
    52	-1%	-1.3	76	i
> CN1CCC(N(C)C(=O)c2cc(-c3ccccc3Cl)nc3ccccc23)CC1
    14	2%	1.8	54	i
> CC(C)(C)OC(=O)C[C@@H]1C/C=C\C[C@H](CC(=O)N(CCO)Cc2ccccc2)C(=O)N[C@@H](Cc2c[nH]c3ccccc23)COC1=O
    27	4%	3.0	71	i
> CCN(CC)c1ccc(S(=O)(=O)N2CCOCC2)cc1NC(=O)Cn1nc(C)c([N+](=O)[O-])c1C
    37	1%	10	55	i
> Cn1cccc1C(=O)Nc1ccc(Cl)c(S(=O)(=O)N2CCCCC2)c1
    46	6%	2.6	52	i
> C[C@H]1CN([C@@H](C)CO)C(=O)c2cccc(NS(=O)(=O)c3ccc(F)cc3)c2O[C@H]1CN(C)S(=O)(=O)c1cn(C)cn1
    8	6%	-0.2	47	i
> CCOC(=O)c1cc(-c2ccccc2C)nn1CC1CC(c2ccc(OC)cc2)=NO1 (stereo not given)
    22	8%	-0.4	46	i

Rewritten field by field: two of the compounds above.
canonical_smiles: O=S(=O)(c1ccc(F)cc1)N1CCN(c2nc(-c3cccnc3)nc3ccccc23)CC1
  T cell modulator vesicle-bound % = 37	MgcRacGAP inhibition = 2%	NTR1 ag = 5.7	NTR1 ag cell count 20 µM = 58	T cell modulator = i

canonical_smiles: CC1CCCCC1NC(=O)NC(=O)COC(=O)C1=NN(c2ccccc2)C(=O)CC1 (stereo not given)
  T cell modulator vesicle-bound % = 40	MgcRacGAP inhibition = 6%	NTR1 ag = -1.3	NTR1 ag cell count 20 µM = 47	T cell modulator = i
